# Compound activity (PubChem BioAssay)
# Pf growth 96h – P. falciparum growth inhibition at 96 hour, primary screen for plastid delayed-death inhibitors. P. falciparum luciferase reporter growth, 96 h. Potency, µM (doses to about 28.7 µM), without a hit: at the top dose activity change, negative = inhibition, most hits filed as inhibitors. 320,000 tested, 6.9% active; further: potency means the concentration at half of the fitted maximal effect; on the % scale 0 is the no-effect control and ±100 the full control effect
#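 P. falciparum expressing integrated firefly luciferase grown in erythrocytes (2% hematocrit, 0.05% parasitemia final) with compounds for 96 hours at 37 C, 5% CO2. Growth inhibition read as loss of luminescence after adding luciferase detection reagent.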
# Shiga toxin inh – Shiga toxin inhibition; Vero cells, Shiga toxin protein synthesis inhibition reporter; inhibition, % at 38.7 µM; 290,000 tested, 9.2% active; AID 2315; in the data active means inhibition mostly above about 28%, no sharp cut-off; inactive means mostly below about 43%; further: 0% is about no effect
# Tb PYK inh – blocks Trypanosoma brucei pyruvate kinase. TbPYK enzyme, Kinase-Glo Plus ATP luminescence, 45 min. Potency, µM (highest dose often 76.8 µM), for the others: at the highest dose activity, negative = inhibition, hits mostly inhibitors. 410,000 tested, 0.12% active. AID 624173; further: potency means the concentration at half of the fitted maximal effect; on the % scale 0 is the no-effect control and ±100 the full control effect; nearly all actives have a fitted effect of over 50% in size
#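 ADP (130 uM final) triggers the TbPYK reaction after compound addition; incubation is 45 min at room temperature. Kinase-Glo Plus is then added and luminescence imaged. Normalized data are fitted to concentration-effect curves.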
# Pf growth 48h – P. falciparum growth inhibition at 48 hours (one generation); P. falciparum luciferase growth in erythrocytes, 48 h; Potency, µM (top dose mostly 28.7 µM), inactives show at the highest dose activity change, negative = inhibition, actives largely listed as inhibitors; 310,000 tested, 5.9% active; AID 504832; further: potency means the concentration at half of the fitted maximal effect; on the % scale 0 is the no-effect control and ±100 the full control effect
#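 Luciferase-expressing parasites in RBCs, 2% Hct / 0.1% parasitemia final; RPMI 1640 + 0.5% Albumax; 37 C, 5% CO2, one generation; luminescence read-out, lower signal = inhibition.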
# LmPK inh – inhibitors of Leishmania mexicana pyruvate kinase; AID 1721; Q27686; Potency, µM (series often up to 57.5 µM), for the others: at the highest dose activity change, negative = inhibition, most hits filed as inhibitors; 290,000 tested, 0.37% active; purified LmPK, Kinase-Glo ATP luminescence, 1 h; further: potency means the concentration at half of the fitted maximal effect; on the % scale 0 is the no-effect control and ±100 the full control effect
# Target sequence (Q27686 whole entry, looked up): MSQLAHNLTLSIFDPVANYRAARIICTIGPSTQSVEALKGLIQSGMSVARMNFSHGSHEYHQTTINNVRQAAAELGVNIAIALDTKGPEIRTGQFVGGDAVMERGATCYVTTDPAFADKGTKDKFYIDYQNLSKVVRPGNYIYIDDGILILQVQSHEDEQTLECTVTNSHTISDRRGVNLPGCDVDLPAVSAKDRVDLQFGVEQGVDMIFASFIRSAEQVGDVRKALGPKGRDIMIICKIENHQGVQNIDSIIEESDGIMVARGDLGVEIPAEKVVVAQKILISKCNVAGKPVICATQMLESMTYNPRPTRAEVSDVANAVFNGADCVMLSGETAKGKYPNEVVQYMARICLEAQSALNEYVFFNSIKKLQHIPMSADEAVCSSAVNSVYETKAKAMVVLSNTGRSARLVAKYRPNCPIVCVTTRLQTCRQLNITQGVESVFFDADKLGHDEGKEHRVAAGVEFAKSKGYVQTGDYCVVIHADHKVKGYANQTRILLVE
#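 Screened at intermediate enzyme activity to detect both inhibitors and activators: LmPK at 0.1 nM, with a 0.5 nM enzyme column as activation reference. PEP 0.5 mM, ADP 0.1 mM; ATP detected by luminescence after 1 h.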
# AMA1-RON2 inh – disrupts binding of P. falciparum AMA1 to RON2; AlphaScreen AMA1-biotinylated RON2 peptide binding; 360,000 tested, 0.2% active; Potency, µM (series often up to 58.2 µM), for the others: at the highest dose activity change, negative = inhibition, actives largely listed as inhibitors;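 further: potency means the concentration at half of the fitted maximal effect; 0% = vehicle wells and -100% = peptide control; nearly all actives have a fitted effect of over 45% in size; some results filed as inactive show a strong effect at the top dose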
#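 AMA1 (3D7) with his tag at 25 nM final met compounds first, then biotinylated RON2 peptide at 25 nM; detection used donor plus acceptor beads, 10 µg/mL apiece, read by AlphaScreen after 30 min at room temperature.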
# Cycloheximide cs – counter-screen hit for Shiga toxin inhibitors, cycloheximide; cell reporter, cycloheximide protein synthesis inhibition counterscreen; max response, %; 300,000 tested, 12% active; in the data active means max response mostly above about 13%, no sharp cut-off; inactive means mostly below about 14%; further: read at 38.3 µM for the half of the compounds with a filed dose; 0% is about no effect
# Starred values were filed as active, the others as inactive; ? = inconclusive; nt = not tested or not shown; & = joins results of further samples; [ ] = remark or other dose. Unless noted, the call rests on the fitted dose curve; in most records, active means well fitted curve in the direction sought with a large enough effect; inconclusive means small, poorly fitted or top-dose-only effect, or another doubt; inactive means no such curve, though single readings can be large; an effect the other way counts as inactive or inconclusive.
canonical_smiles	Pf growth 48h	Shiga toxin inh	AMA1-RON2 inh	Pf growth 96h	Tb PYK inh	LmPK inh	Cycloheximide cs
CCN(Cc1cccs1)C(=O)CN1CCN(S(=O)(=O)c2ccc3c(c2)OCCCO3)CC1	-5%	nt	0%	?	-4%	nt	nt
COc1cccc(C2=NOC(C(=O)NCCN3CCOCC3)C2)c1 (centres undefined)	?	18	4%	8.3µM*	-22%	-3%	-2
Cc1ccc(CN2C(=O)NC(Cc3c[nH]c4ccccc34)C2=O)cc1 (centres undefined)	24%	-13	1%	4%	5%	1%	-1
O=C(/C=C/c1ccc(Cl)cc1Cl)Nc1cccc(S(=O)(=O)NC2=NCCC2)c1	218%[activator]	44	-5%	171%[activator]	-18%	2%	14*
O=C(OCC(=O)c1ccco1)c1ccc2ncsc2c1	43%[activator]	58	-13%	nt	-29%	-2%	29*
CC(C)(C)Nc1nc(NCc2cccnc2)nc(N2CCOCC2)n1	5.2µM*	-6	35%[activator]	?	-6%	3%	-3
COc1ccc(CC2(CO)CCN(S(=O)(=O)c3sccc3C)CC2)cc1	?	-5	-12%	12µM*	-2%	1%	8
O=C(C1=C[C@H](c2coc3ccccc3c2=O)C[C@H](OCCCCO)O1)N1CCN(Cc2ccc3c(c2)OCO3)CC1	-59%	-6	5%	?	3%	9%	1
O=C(O)C[C@]1(C(=O)Nc2ccc(F)cc2)CC(/C=C/c2ccccc2)=NO1	1%	23	4%	26%	1%	0%	-2
COc1cc(C(=O)NCCNc2nc3ccc(C)cc3cc2C#N)cc(OC)c1OC	-5%	-10	5%	?	-5%	-2%	1
CCOC(=O)C1CCN(C(=O)c2ccc(N(C)S(C)(=O)=O)cc2)CC1	nt	15	7%	-24%	-13%	19%	1
Cc1[nH]c2ccc(Cl)cc2c(=O)c1CN1CCCC1	-1%	-10	-6%	-1%	3%	7%	-4
CS(=O)(=O)c1cccc(-c2nnc(NC(=O)c3ccc4ncsc4c3)o2)c1	-3%	nt	66%[activator]	-6%	3%	nt	nt
Cc1cccc(NC(=S)N2CCN(S(=O)(=O)c3ccc(F)cc3)CC2)c1	2.1µM*	-4	-9%	?	-6%	-8%	-1
CN(CCOc1ccccc1)CC(=O)Nc1ccc([N+](=O)[O-])cc1Cl	4%	4	-20%	-7%	2%	-6%	5
CCN(CC)S(=O)(=O)c1ccc(NC(=O)CNC2CCCCC2)cc1	-16%	-13	8%	-10%	-13%	0%	-3
Cc1nn(Cc2ccccc2)c(Cl)c1C(=O)OCC#N	-18%	8	-1%	-16%	1%	12%	6
O=C1NC(C(F)(F)F)(C(F)(F)F)N=C2SC=CN12	15%	2	3%	43%[activator]	2%	-2%	-2
O=C(NC1CC1)c1cc2c(s1)-c1ccccc1OC2	nt	104*	3%	13µM*	-1%	7%	77*
CCCC[n+]1ccn(-c2nc3ccccc3nc2[N-]S(=O)(=O)c2ccc(Cl)cc2)c1	-16%	20	-2%	-24%	-6%	-4%	-2
C#CCOCCOCCOCCNc1nc(N2CCN(C(=O)Cn3cc(CCCN=C(N)N)nn3)CC2)nc(N2CCN(C(=O)[C@H]([C@@H](C)CC)n3cc(CCCN=C(N)N)nn3)CC2)n1	1.2µM*	-14	nt	0.037µM*	nt	6%	-5
O=C(NCc1ccc2c(c1)OCO2)c1cc2ccccc2o1	8%	-11	-2%	nt	-3%	11%	8
Cc1ccc(N(C(=O)c2csnn2)C(C(=O)NC2CCCCC2)c2ccncc2)cc1 (centres undefined)	-15%	-3	0%	-24%	-6%	-5%	-4
COc1ccc(CCN(Cc2nc3ccccc3c(=O)[nH]2)C(=O)C2CC2)cc1	?	20	113%[activator]	10%	1%	1%	-2
Cc1cc(=O)oc2cc(OCC(=O)Nc3ccc(F)cc3F)ccc12	69%[activator]	nt	-10%	44%[activator]	-3%	nt	nt
COC(=O)c1c(-c2c(Cl)cccc2Cl)noc1NC(=O)NN1CCCCC1	0.33µM*	-8	24%	0.26µM*	0%	9%	-2
Cc1c(NC(=O)Cn2nc(C(F)(F)F)c3c2CCCC3)c(=O)n(-c2ccccc2)n1C	-18%	-5	0%	nt	0%	2%	7
O=C(NCCc1ccc(F)cc1)Nc1ccccc1	4%	31*	0%	?	3%	-1%	30*
O=C(Nc1nccs1)C1C2CC3OC(=O)C1C3C2 (centres undefined)	-1%	-10	3%	3%	-3%	2%	-3
Oc1[nH]c2ccc(Br)cc2c1N=Nc1ccc(C(F)(F)F)cn1	?	39	12%	9.3µM*	2%	0%	6
O=C(NNC(=O)c1nn(-c2ccc(F)cc2)ccc1=O)c1ccc(C(F)(F)F)cc1	57%[activator]	10	84%[activator]	31%[activator]	2%	3%	-2
O=C(C(=O)N1CCOCC1)c1cn(CC(=O)N2CCc3ccccc3C2)c2ccccc12	-1%[5.75 µM]	28	6%	13%	-3%	2%	-4
CC(C)C(NC(=O)c1c(F)cccc1F)C(=O)NCc1ccc(S(=O)(=O)N2CCOCC2)cc1 (centres undefined)	?	nt	6%	5%	0%	nt	nt
O=C(NCc1ccccc1)c1ccc[n+]([O-])c1	?	-2	5%	0%	3%	-1%	-2
Cc1ccc(C(=O)N2CCC3(CC2)NCCc2[nH]cnc23)cc1C	18%	22	1%	23%	-4%	-1%	-3
Cc1ccc(NS(=O)(=O)c2c(C(=O)N3CCCC3)c(C)n(C)c2C)cc1	29%	-4	-7%	-25%	-1%	2%	1
Cc1cc(C(=O)NNC(=O)c2ccc(Cl)cc2)no1	24%	15	2%	19%	0%	-8%	15
CC(=O)N(Cc1cc(=O)[nH]c2ccccc12)c1cccc(C)c1	?	-6	-6%	?	-25%	-6%	5
CNC(=S)NCCc1ccccc1	3%	34	-4%	1%	-2%	-8%	-2
CC(Oc1ccccc1)C(=O)N1CCc2ccccc2C1 (centres undefined)	-2%	2	1%	?	-3%	-2%	-2
O=C(CNCc1ccc(Cl)cc1)Nc1ccc(C(=O)N2CCCCC2)cc1	?	-11	-16%	-22%	37%[activator]	0%	-2
CCCn1c(/C=C/c2ccccc2)nc2ccccc21	-26%	106*	41%[activator]	166%[activator]	-9%&-1%	?	26*
O=C(CNS(=O)(=O)c1ccccc1)OCC(=O)c1ccc(F)cc1	20%	-4	20%	?	5%	0%	-2
CCOc1ccc(Cn2c(=O)sc3ccccc32)cc1	-8%	22	13%	?	1%&2%	5%	7
COc1ccc(CCNC(=O)CCCCCN2C(=O)c3ccccc3C2=O)cc1OC	-2%	-4	-2%	?	-1%	2%	-5
CCCCOc1ccc(C(=O)OCC(=O)NC2CCCC2)cc1	2%	-11	8%	24%	-1%	-3%	-5
O=C(NCc1ccco1)c1ccc(S(=O)(=O)N2CCCCCC2)cc1	8.3µM*	nt	3%	10µM*	1%	nt	nt
Cc1cc(C(=O)N2CCN(C(c3ccccc3)c3ccccc3)CC2)no1	9.3µM*	13	0%	?	8%	11%	1

# Reprinted at random: 2 compounds from above.
canonical_smiles	Pf growth 48h	Shiga toxin inh	AMA1-RON2 inh	Pf growth 96h	Tb PYK inh	LmPK inh	Cycloheximide cs
O=C(NCc1ccco1)c1ccc(S(=O)(=O)N2CCCCCC2)cc1	8.3µM*	nt	3%	10µM*	1%	nt	nt
O=C(CNS(=O)(=O)c1ccccc1)OCC(=O)c1ccc(F)cc1	20%	-4	20%	?	5%	0%	-2

# (cont.)
canonical_smiles	Pf growth 48h	Shiga toxin inh	AMA1-RON2 inh	Pf growth 96h	Tb PYK inh	LmPK inh	Cycloheximide cs
CCn1ncc(Br)c1C(=O)Nc1cccc(C(C)=O)c1	30%[activator]	1	0%	-2%	-15%	3%	16
Cc1ccc(NC(=O)CS(=O)CC(=O)NC23CC4CC(CC(C4)C2)C3)cc1 (centres undefined)	-3%	-4	-1%	6%	2%	-9%	-5
O=C(NCCc1ccccc1)C(=S)N1CCCCC1	12%	-3	4%	-7%	-4%	2%	2
COc1cc(NC(=O)C2CCCN(c3ncccn3)C2)cc(OC)c1 (centres undefined)	-9%	6	-5%	-20%	1%	1%	-2
CN(C(=O)COC(=O)c1cc[n+]([O-])cc1)c1ccccc1	3%	-8	11%	5%	2%	1%	0
CN(C)CCn1cnc2c1c(=O)n(C)c(=O)n2C	-20%	-6	-12%	?	-3%	2%	-3
CCC(C)NC(=O)CS(=O)Cc1nc(-c2cccc(OC)c2)oc1C (centres undefined)	nt	34	0%	6%	-6%	8%	-3
CC(=O)c1c(C)[nH]c(C(=O)NCc2ccccc2Cl)c1C	?	31	-4%	nt	2%	10%	4
Cc1c(Cl)c(=O)oc2cc(OC(C)C)ccc12	?	13	-1%	1%	-2%	4%	9
Cc1ccc(NCc2n[nH]c(=S)n2-c2ccccc2)cc1Cl	-14%	-16	75%[activator]	123%[activator]	?	?	1
CCn1nnnc1NC(=O)c1cccc(OC)c1	88%[activator]	83*	-9%	3%	1%	-3%	32*
COCc1c(C(=O)OCC(=O)NCCN2C(=O)CSC2=O)oc2ccccc12	8%	-6	3%[11.6 µM]	9%	-8%	0%	-2
Cc1cccc(OCC(=O)NCCCNC(=O)c2ccncc2)c1	-11%	-2	4%	?	-9%	-10%	-1
CC(=O)Nc1cccc(NC(=O)CCCC2CCCCC2)c1	?	-22	-6%	?	-5%	-7%	-1
CC(C)Cc1[nH]c(=O)c(C#N)c2c1COC(C)(C)C2	-16%	-14	6%	nt	-8%	0%	-1
O=C(CN1CCN(c2ccccc2F)CC1)NC(=O)NCc1ccco1	4%	-9	-1%	?	-6%	-2%	-2
Nc1nc(SCC(=O)N2N=C3/C(=C/c4ccco4)CCCC3C2c2ccco2)n[nH]1 (centres undefined)	?	-7	-4%	nt	-10%	-5%	-7
CCOC(=O)N1CCN(C(=O)COC(=O)c2cccc(C)c2[N+](=O)[O-])CC1	8%	nt	2%	7%	-9%	nt	nt
CN(C(=O)C1CCN(S(=O)(=O)c2cccs2)CC1)C1CCCCC1	-16%	28	4%	1.7µM*	12%	3%	2
CCn1c(CSc2nc3ccccc3[nH]2)nc2cc(C(=O)O)ccc21	-1%	25	72%[activator]	nt	-12%	7%	-6
CN1CCN(C(=O)c2cc3sccc3n2CC(=O)c2ccccc2)CC1	7%	-19	-15%	2%	-2%	-4%	-6
O=C(c1cc(Br)c(Br)s1)N1CCN(c2ccccn2)CC1	15%	-20	-13%	?	-16%	-4%	4
COc1ccc(NC(=O)Cc2ccc(Cl)cc2Cl)cn1	-6%	-12	-9%	1%	3%	2%	-1
CC(C(=O)O)n1nc2ccccc2n1 (centres undefined)	17%	22	-1%	6%	2%	-1%	-6
CCOC(=O)CSc1nnc(-c2ccccc2)o1	0%	2	0%	?	2%	-5%	0
Cc1cc(C(=O)COC(=O)c2ccc(O)cc2O)c(C)n1C(C)C	-17%	nt	-11%	-75%	-3%	nt	nt
Cc1ccc(-c2csc(NC(=O)C3CSC4(C)CCC(=O)N34)n2)cc1 (centres undefined)	0%	nt	-13%	-7%	6%	nt	nt
